Screens: PubChem BioAssay, several laboratories
NPY-Y1 antag: NPY-Y1 (human) receptor antagonism. P25929. HEK293-CNG Y1 cells, membrane potential fluorescence; NPY at EC95, then isoproterenol. inhibition, % at 3.6 µM. 200,000 compounds, 1% hits. AID 1040;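 active = inhibition above the campaign mean inhibition of all tested compounds plus 3 SD, cut at about 20% in these data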;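 note: 0% = DMSO wells given NPY plus isoproterenol and 100% = isoproterenol alone without NPY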
Target sequence (P25929 whole entry, looked up): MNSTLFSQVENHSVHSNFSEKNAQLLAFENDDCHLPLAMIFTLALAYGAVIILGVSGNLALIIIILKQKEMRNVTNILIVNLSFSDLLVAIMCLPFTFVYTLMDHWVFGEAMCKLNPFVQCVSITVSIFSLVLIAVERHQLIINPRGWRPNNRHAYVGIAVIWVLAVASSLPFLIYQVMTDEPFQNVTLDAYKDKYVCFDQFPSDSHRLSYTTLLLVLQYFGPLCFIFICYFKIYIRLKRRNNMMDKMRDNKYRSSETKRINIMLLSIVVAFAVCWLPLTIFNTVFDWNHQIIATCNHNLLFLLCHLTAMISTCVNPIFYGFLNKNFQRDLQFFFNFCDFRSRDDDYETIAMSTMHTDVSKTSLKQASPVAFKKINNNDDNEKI
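material = HEK293 cells with Y1 receptor plus CNG channel | also added = NPY 25 nM then isoproterenol 1 µM plus Ro 20-1724 25 µM | schedule = dye 3 h, compound 60 min room temperature, stimulation 45 min | measured by = membrane potential fluorescence | benchmarks = high control isoproterenol alone, low control NPY with isoproterenol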
RBBP9 inhibitor: blocks human serine hydrolase RBBP9; O75884; recombinant RBBP9, FP-Rh probe fluorescence polarization; inhibition, % at 7.94 µM; 220,000 compounds, 0.2% hits; AID 1515;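 active = inhibition above the campaign mean of all tested compounds plus 3 SD, cut at about 14% in these data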;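 note: plate controls were DMSO wells with RBBP9 for no effect and wells lacking RBBP9 protein for full effect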
Target sequence (O75884 whole entry, looked up): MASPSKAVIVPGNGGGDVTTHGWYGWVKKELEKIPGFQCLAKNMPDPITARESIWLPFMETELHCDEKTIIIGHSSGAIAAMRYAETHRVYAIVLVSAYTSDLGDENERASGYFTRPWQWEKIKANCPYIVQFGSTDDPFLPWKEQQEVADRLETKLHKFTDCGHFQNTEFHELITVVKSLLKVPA
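Controls: DMSO-treated enzyme wells and wells lacking RBBP9 | Material: RBBP9 protein | Technique: Fluorescence polarization | Replication: Single well per compound, no replicates | Buffer or medium: Tris-NaCl-Pluronic buffer, pH 8.0 | Timing: 30 min compound preincubation, 45 min probe labeling, 25 °C | Read-out basis: Percent inhibition from mP, scaled between DMSO and no-protein wells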
MDM2 E3 inh: blocks human Mdm2 ubiquitin ligase activity. Q00987. cell-based MDM2 ubiquitination luciferase reporter, 2 h; 0 = plate control, 100 = twice control, blank-subtracted. signal enhancement, % at 5 µM. 210,000 compounds, 0.11% hits;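 active = signal enhancement of 30% or more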;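 note: luminescence tracks abundance of the self-degrading MDM2-luciferase fusion protein; higher signal means inhibition of MDM2 E3 ligase activity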
Target sequence (Q00987 whole entry, looked up, the tested form may be a part): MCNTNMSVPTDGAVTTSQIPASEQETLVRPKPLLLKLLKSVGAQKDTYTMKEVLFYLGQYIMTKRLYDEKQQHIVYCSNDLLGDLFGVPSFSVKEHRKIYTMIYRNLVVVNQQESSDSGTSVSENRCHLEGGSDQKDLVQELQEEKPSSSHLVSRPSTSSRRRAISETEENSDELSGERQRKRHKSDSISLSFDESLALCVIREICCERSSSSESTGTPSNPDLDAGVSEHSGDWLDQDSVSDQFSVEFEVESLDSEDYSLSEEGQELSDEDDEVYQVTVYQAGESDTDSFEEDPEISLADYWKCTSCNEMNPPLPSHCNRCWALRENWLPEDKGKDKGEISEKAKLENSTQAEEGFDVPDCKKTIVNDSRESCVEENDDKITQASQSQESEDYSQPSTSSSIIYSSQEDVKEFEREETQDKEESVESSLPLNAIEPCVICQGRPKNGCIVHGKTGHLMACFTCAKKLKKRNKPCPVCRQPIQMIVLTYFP
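system = mammalian cells stably expressing self-ubiquitinating, self-degrading MDM2 E3–luciferase fusion | quantity = 2000 cells per well seeded | incubation = 4 h cell settling then 2 h compound exposure, 37 °C | signal = SteadyLite luminescence, 15 min reagent step | benchmarks = plate control and blank wells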
NPY1 pot ag: human NPY-Y1 potentiation or agonism, primary screen. NPY-Y1 expressing cells, potentiator/agonist activation. AID 1304. P25929. activation, % at 3.6 µM. 220,000 compounds, 0.37% hits; in the data active = activation above about 33%, passing the limit was not always enough;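 note: cells stimulated with NPY at EC10 then isoproterenol at EC100; 0% = low agonist plus stimulus and 100% = saturating agonist plus stimulus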
Runt-SMMHC FRET: blocks binding of human RUNX1 Runt domain to CBFb-SMMHC. Q01196+Q13951. 220,000 compounds, 0.74% hits. inhibition, % at 20 µM. Cerulean-Runt/Venus-CBFb-SMMHC FRET ratio 530/480, 1 h. AID 1434;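 active = mean inhibition across duplicate retests at 20 µM reaching about 50%, limit read from the data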;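 note: 0% = DMSO wells and 100% = wells with excess untagged CBFb-SMMHC; inhibitors lower the FRET ratio by blocking Runt binding to CBFb-SMMHC; some results filed as inactive read as strong as hits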
Hck Nef HTS: blocks Nef-activated human Hck kinase. inhibition, % at 20 µM. AID 463187. P08631. 220,000 compounds, 0.68% hits. Recombinant Hck-YEEI plus Nef, Z-Lyte FRET kinase assay;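 active = Hck-Nef kinase inhibition above about 50%, limit read from the data; inactive = inhibition below that limit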;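 note: 0% = DMSO with Hck plus Nef and 100% = Hck alone without Nef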
p97 inhibitor: inhibitors of human p97 ATPase; P55072; recombinant p97 ATPase, Kinase-Glo ATP luminescence, 3 h; inhibition, % at 8 µM; 220,000 compounds, 0.42% hits; AID 1481; in the data active = inhibition above about 15%;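 note: 0% = DMSO vehicle and 100% = wells lacking enzyme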
NPY-Y2 PAM-ag: potentiates or activates human NPY-Y2 receptor; P49146; cells expressing NPY-Y2, potentiator/agonist read-out; activation, % at 3.6 µM; 220,000 compounds, 0.45% hits; AID 1359; in the data active = activation above about 27%;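 note: cells stimulated with NPY near EC25 plus isoproterenol at EC100; 0% = vehicle plus submaximal agonist and 100% = vehicle plus saturating agonist; some results beyond the cut were filed as inactive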
Runt-CBFb FRET: blocks binding of human RUNX1 Runt domain to CBFb; Cerulean-Runt/Venus-CBFb FRET ratio 530/480, 1 h; Q01196+Q13951; inhibition, % at 20 µM; 220,000 compounds, 0.46% hits; AID 1496;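 active = inhibition over about 50% at 20 µM in the single-dose screen, limit read from the data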;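 note: 0% = DMSO wells and 100% = excess unlabeled CBFb competitor control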
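System: Cerulean-labeled Runt domain protein | Quantity: 100 nM of each labeled protein | Schedule: 1 h compound exposure, room temperature | Detection: Fluorescence energy transfer, 422 nm excitation, 530/480 nm emission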
Active calls of the source: *; nt = not tested or not shown.

SMILES	NPY-Y1 antag	RBBP9 inhibitor	MDM2 E3 inh	NPY1 pot ag	Runt-SMMHC FRET	Hck Nef HTS	p97 inhibitor	NPY-Y2 PAM-ag	Runt-CBFb FRET
CC(C)[C@H](NS(=O)(=O)c1ccc2c(c1)OCCO2)C(=O)OCC(=O)Nc1ccccc1Cl	-0.1	-0.1	-6.0	-15.0	-0.8	4.1	4.6	13.0	-2.0
COc1ccc2cc(/C=N/NC(=O)c3c(Cl)cnn3C)c(Cl)nc2c1	-4.9	-6.8	-27.1	-8.4	14.2	-22.5	-2.6	-8.5	3.9
CCCc1nc2ccc(NC(=O)NCCC(=O)OCC)cc2c(=O)n1Cc1ccc(Cl)cc1	7.1	-9.4	2.8	-3.3	0.9	9.8	-8.3	-8.2	-7.1
Cc1ccc(C(=O)N/N=C\c2ccc[nH]2)cc1[N+](=O)[O-]	2.2	5.4	-12.0	2.5	-4.7	1.4	1.0	13.0	1.1
CCC1C(=O)NCCN1C(=O)c1ccccc1OC1CCN(S(C)(=O)=O)CC1 (centres undefined)	3.5	-1.9	-3.0	1.1	nt	22.7	1.2	-6.8	nt
O=C(NC(NCc1cccnc1)C(Cl)(Cl)Cl)c1cccc2ccccc12 (centres undefined)	-1.1	-8.9	-2.5	15.0	-0.8	-0.3	6.8	3.3	-0.7
CN(NC(=O)c1ccco1)c1nc2ccccc2nc1C(F)(F)F	-0.2	-9.1	1.5	0.2	0.4	-0.8	6.6	-8.0	0.3
COC(=O)C1C2C=CC(C3CC23)C1C(=O)OCC(=O)c1ccccc1 (centres undefined)	11.9	-7.4	-10.1	-17.0	0.0	-0.9	-7.8	-26.4	0.3
CC(=O)N1CCN(C(=O)COc2ccccc2C(=O)Nc2ccccc2)CC1	1.4	-12.6	-6.1	3.0	1.0	4.6	-2.8	4.9	-1.1
Nc1c(S(=O)(=O)c2cccs2)c2nc3ccccc3nc2n1Cc1cccs1	-8.1	3.7	-12.4	11.4	12.6	2.8	3.5	13.0	1.8
Nc1c(C(=O)c2ccccc2)sc2nsc(SCCN3CCOCC3)c12	nt	4.2	-0.8	4.1	-194.9	-30.4	10.4	-11.3	-5.3
O=C(N/N=C\c1cc(Br)cs1)c1ccncc1	nt	0.7	-14.3	-1.3	2.7	14.5	0.8	-5.3	1.8
CC(C)n1c(N2CCN(C(=O)Nc3ccc(Cl)cc3)CC2)nc2ccccc21	-1.7	-10.8	-0.6	-4.5	-0.5	17.8	3.0	-19.4	-1.0
CN1C/C(=C/c2cccnc2)C(=O)/C(=C/c2cccnc2)C1	-2.1	-3.2	nt	-25.2	-0.4	4.3	1.4	-3.1	2.7
CCN(CC)S(=O)(=O)c1ccc(N2CCOCC2)c(NS(=O)(=O)c2ccc(C(C)C)cc2)c1	-1.4	-3.0	-10.5	14.7	-3.9	-0.8	-8.3	4.2	-4.2
CCOc1ccc(S(=O)(=O)N(CC(=O)N2CCc3ccccc32)Cc2ccco2)cc1	-1.3	-9.1	-1.8	-13.1	-3.9	3.2	-4.5	-14.1	-2.8
Cc1cccc(N2CCN(S(=O)(=O)c3ccc4c(c3)n(C)c(=O)c(=O)n4C)CC2C)c1 (centres undefined)	0.9	-3.5	-11.8	5.5	-2.0	0.6	-3.5	-11.6	-1.4
CCOc1ccc(NC(=O)N(CCC(C)C)C(C)c2ccco2)cc1 (centres undefined)	-12.5	-10.1	-20.1	18.6	-4.8	1.9	-0.9	1.5	1.5
CCOCC(=O)N1CCCC(C(=O)OCC)C1 (centres undefined)	-2.2	8.5	-17.4	-8.7	-2.0	0.4	3.7	4.1	0.1
COc1ccc(S(=O)(=O)N2CCCCC2)cc1NC(=S)Nc1ccccc1	2.2	-0.7	-14.9	-2.5	1.4	2.2	-1.4	-4.6	2.3
Cc1ncc([N+](=O)[O-])n1Cc1cccc(F)c1	-0.7	-4.8	-1.0	-1.6	0.2	25.1	-0.6	2.0	0.1
Cc1ccc(CN2C(=O)CNC2=S)cc1	-2.4	-6.1	-39.0	17.2	-1.3	-4.9	1.4	10.1	0.4
O=C(CSc1nc(O)cc(=O)n1-c1ccccc1)c1ccc(Br)cc1	-1.2	6.1	3.7	9.9	-3.3	14.6	4.2	4.8	-3.0
O=C(N/N=C/c1cccc2nccnc12)c1ccccc1O	nt	-8.5	-5.1	1.4	-0.1	-2.4	1.5	8.5	-2.1
COc1ccc(Cc2c[nH]c(=O)[nH]c2=O)cc1	1.7	4.7	-14.6	9.5	-2.6	0.7	2.8	-0.6	2.5
COc1ccc(Cl)c(Cn2c(NCc3ccccn3)nc3c2c(=O)n(C)c(=O)n3C)c1	10.7	-2.4	-14.7	-43.1	-1.7	1.8	0.9	9.2	2.4
CCOC(=O)N1CCN(C(=O)CC(C(=O)N2CCc3ccccc32)n2ccnc2)CC1 (centres undefined)	3.7	-6.2	-12.1	25.2	-5.0	2.4	0.9	-4.1	-1.4
CCCCN(C(=O)CSc1cc(C)c2ccccc2n1)c1c(N)n(Cc2ccccc2)c(=O)[nH]c1=O	10.2	-4.8	-3.9	5.4	3.0	4.8	0.3	-5.6	1.5
COc1cccc(N2CC(=O)Nc3c(oc4nc(-c5ccccc5)cc(C)c34)C2=O)c1	nt	7.5	-12.2	-6.6	-4.4	-53.3	2.2	-1.4	-1.3
COc1ccc(N2C(=O)CC(Nc3ccc(N4CCOCC4)cc3)C2=O)c(OC)c1 (centres undefined)	1.2	-2.7	5.4	18.8	7.4	13.4	2.5	14.3	8.0

Taken from above:
RBBP9 inhibitor with CCC1C(=O)NCCN1C(=O)c1ccccc1OC1CCN(S(C)(=O)=O)CC1 (centres undefined) stands at -1.9
RBBP9 inhibitor with Cc1cccc(N2CCN(S(=O)(=O)c3ccc4c(c3)n(C)c(=O)c(=O)n4C)CC2C)c1 (centres undefined) stands at -3.5

The list continues.
SMILES	NPY-Y1 antag	RBBP9 inhibitor	MDM2 E3 inh	NPY1 pot ag	Runt-SMMHC FRET	Hck Nef HTS	p97 inhibitor	NPY-Y2 PAM-ag	Runt-CBFb FRET
CCCC(CCC(=O)Nc1ccc(C(=O)OCC)cc1)C(=O)O (centres undefined)	1.0	3.8	0.3	-28.3	-4.4	1.1	1.6	-0.4	-2.8
COc1ccccc1C(NC(=O)C1CCCCC1)c1c(O)ccc2ccccc12 (centres undefined)	10.1	2.9	4.2	4.9	0.4	4.0	-3.9	7.2	-1.5
Cc1cc(=O)[nH]c(N/N=C/c2cn(CCC#N)nc2-c2ccccc2)n1	1.0	-5.9	-6.8	-6.3	0.1	22.4	-5.7	0.5	0.7
COc1ccc(/C=C/C(=O)OCC(=O)NCCC2=CCCCC2)cc1S(=O)(=O)N1CCOCC1	-4.8	-0.9	-16.3	-9.3	-1.9	-31.8	1.9	-13.2	-7.4
Cc1nc(C(=O)N2CCc3c([nH]c4ccccc34)C2c2ccccn2)cs1 (centres undefined)	-5.3	9.0	3.2	12.1	nt	21.9	3.6	11.2	nt
COc1ccc(Cl)cc1NC(=O)c1oc(C)nc1C	5.3	0.6	-8.8	-17.8	-4.6	2.1	-3.5	-1.2	-1.1
COc1ccc(N(CC(=O)NCCSc2ccccc2)S(C)(=O)=O)cc1	-9.9	-12.9	-5.7	12.3	0.9	20.9	0.1	3.7	-0.1
CCOc1ccc(C(=O)Nn2cnnc2)cc1	1.1	-3.9	-8.1	6.7	-3.2	1.3	4.7	11.2	-2.0
Cn1c(=O)c2c(SCC(=O)Nc3ccc4c(c3)OCCO4)nc(CC(C)(C)C)nc2n(C)c1=O	6.2	-8.8	-2.9	-11.5	-0.7	-0.6	-13.0	10.8	-2.5
CC(=O)c1sc(NC(=O)CCOc2ccccc2)nc1C	14.3	-8.9	-11.0	-1.8	1.6	13.6	-2.3	-6.2	1.1
Cc1c(C(=O)OCC(=O)NCC2CCCO2)cccc1[N+](=O)[O-] (centres undefined)	-2.1	-5.3	-5.5	0.7	0.7	6.6	2.9	-5.1	-1.2
O=c1ccc(C(F)(F)F)cn1Cc1cc(=O)n2cc(Br)ccc2n1	6.6	3.8	4.8	9.1	-7.6	26.0	5.1	1.8	-2.8
COc1ccc2ccccc2c1/C=N/NC(=S)NCCN1CCOCC1	1.4	6.8	-33.9	-4.8	-2.5	19.1	1.2	-13.5	1.4
CSc1cc(C)n(-c2ccccc2C)c(=S)c1C(C)=O	-4.2	-2.5	-11.5	-5.8	-0.4	16.8	2.7	-7.3	-0.1
COc1ccc(NC(=O)c2cc(Cl)ccc2NC(=O)c2ccco2)c(OC)c1	9.3	4.9	-18.5	-8.3	-3.9	-1.7	9.0	-21.0	2.3
Cc1nc2ccccc2c2c1C(=O)N(c1cccc(C(=O)O)c1)C2=O	-1.0	-8.8	-24.1	-25.6	0.3	-26.2	-4.3	-2.0	-0.3
CCN(CC)S(=O)(=O)c1ccc(N=Cc2c(C)c(C#N)c(=O)n(C)c2O)cc1	-0.9	-5.1	4.2	-5.1	-6.8	9.9	4.8	2.5	-1.7
O=C(c1cccnc1)N1CCCc2ccccc21	-3.9	-4.5	-9.0	16.1	4.5	1.4	-5.3	8.9	0.6
Cc1cccc(-n2c(O)c(C=Nc3ccc(O)cc3)c3ccccc3c2=O)n1	0.3	-9.9	-14.9	-10.9	1.8	-2.9	3.8	13.1	1.0
COc1ccc(C)cc1S(=O)(=O)N(C)CC(=O)NCc1ccco1	-5.3	-4.4	13.1	11.1	-1.3	9.6	-0.9	9.2	0.8
CCOCCCn1c(C)nc2c(c1=O)c1nc3ccccc3nc1n2CCC1=CCCCC1	1.2	-3.8	-15.7	-11.2	4.5	7.9	-2.2	-6.8	1.0
CCOC(=O)c1c(C)nc2ccc(Cl)cc2c1-c1ccccc1	9.2	-1.3	0.7	-70.9	-0.9	3.3	-0.6	-9.7	-3.5
CCOC(=O)C1NC(=O)CC1c1ccccc1 (centres undefined)	9.4	-3.9	-11.1	3.2	-6.3	-1.5	-3.7	-5.2	-1.8
COc1ccc2nc(SCC(=O)NCCc3ccccc3)[nH]c2c1	nt	-10.0	-5.9	-11.2	3.1	22.2	6.2	-13.2	0.5
